TRPML3 agonist: agonists of human TRPML3 channel. HEK293 TRPML3-YFP, Fluo-8 calcium fluorescence; 100% = the carbachol control signal. actives 0.29% (n = 220,000). activation, % at 3 µM. AID 1448;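 active = activation above its plate's cutoff, the mean activation of the plate's test wells plus 3 SD, cut at about 12% in these data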;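 also: 0% = DMSO only wells and 100% = carbachol wells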
Target sequence (Q8TDD5 whole entry, looked up): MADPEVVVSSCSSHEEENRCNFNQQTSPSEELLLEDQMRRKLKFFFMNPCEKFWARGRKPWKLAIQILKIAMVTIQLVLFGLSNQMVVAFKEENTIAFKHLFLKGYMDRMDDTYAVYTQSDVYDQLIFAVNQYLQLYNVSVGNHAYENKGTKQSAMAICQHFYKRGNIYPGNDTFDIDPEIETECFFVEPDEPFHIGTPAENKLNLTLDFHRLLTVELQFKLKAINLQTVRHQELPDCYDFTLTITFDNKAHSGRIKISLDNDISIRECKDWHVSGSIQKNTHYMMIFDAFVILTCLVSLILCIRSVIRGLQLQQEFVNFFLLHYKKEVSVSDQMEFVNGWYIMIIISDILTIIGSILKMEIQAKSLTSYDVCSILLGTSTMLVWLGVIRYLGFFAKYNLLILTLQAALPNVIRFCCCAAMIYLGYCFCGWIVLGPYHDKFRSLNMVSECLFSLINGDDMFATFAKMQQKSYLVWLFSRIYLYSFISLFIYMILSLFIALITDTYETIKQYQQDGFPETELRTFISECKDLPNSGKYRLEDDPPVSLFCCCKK
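Material: TRPML3-YFP stable HEK293 cells | Dosing: One concentration, 3 µM nominal, 0.3% DMSO | Timing: 125 s total fluorescence read per well | Technique: Fluo-8 calcium dye fluorescence, ex 470-495, em 515-575 nm | Measure: Percent activation from peak-to-basal fluorescence ratio, scaled between DMSO and carbachol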
EBV gp42 inh: blocks Epstein-Barr virus glycoprotein 42 binding | actives 0.42% (n = 220,000) | Fluorescence polarization binding assay, mP read-out | Q1HVG2 | AID 1085 | inhibition, % (tested at 21.74 µM); in the data active = inhibition above about 50%
Target sequence (Q1HVG2 whole entry, looked up): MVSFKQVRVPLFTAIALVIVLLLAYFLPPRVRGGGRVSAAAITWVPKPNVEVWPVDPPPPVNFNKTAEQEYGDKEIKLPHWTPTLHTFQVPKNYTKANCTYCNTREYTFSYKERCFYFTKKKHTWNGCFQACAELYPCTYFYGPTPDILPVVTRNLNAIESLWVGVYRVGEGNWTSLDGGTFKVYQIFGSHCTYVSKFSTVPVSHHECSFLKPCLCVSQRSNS
Runt-SMMHC FRET: Runt domain-CBFb-SMMHC interaction inhibition; Cerulean-Runt/Venus-CBFb-SMMHC FRET ratio 530/480, 1 h; Q01196+Q13951; AID 1434; actives 0.74% (n = 220,000); inhibition, % at 20 µM;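 active = mean inhibition across duplicate retests at 20 µM reaching about 50%, limit read from the data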;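 also: 0% = DMSO wells and 100% = wells with excess untagged CBFb-SMMHC; inhibitors lower the FRET ratio by blocking Runt binding to CBFb-SMMHC; some results filed as inactive read as strong as hits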
p47phox inh: p47phox (human) inhibition; inhibition, % at 24.7 µM; actives 0.53% (n = 220,000); p47phox/p22phox peptide binding, fluorescence polarization, 2 h; P14598;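 active = inhibition above about 30%, limit read from the data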;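 also: 0% = p47phox with labelled peptide and 100% = labelled peptide alone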
CHOP inh: CHOP inhibition in unfolded protein response; CHO-K1 CHOP-promoter luciferase, tunicamycin-induced, 15-18 h; inhibition, % at 10 µM; actives 3.8% (n = 220,000);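 active = compounds that reduced the stress-induced luciferase reporter signal by more than about 70% of percent inhibition, limit read from the data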;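 also: 0% = tunicamycin plus vehicle and 100% = wells without tunicamycin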
TNF necrop inh: blocks TNF-alpha induced death of Jurkat FADD-/- cells; Jurkat FADD-/- TNF necroptosis rescue, ATP luminescence, 24 h; 0 = TNF only, 100 = no-TNF cells; actives 0.068% (n = 220,000); activation (protection from cell death), % at 10 µM;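 active = activation, meaning protection from cell death, of at least 50% relative to plate controls; inactive = activation below 50%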;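 also: necroptosis triggered by 40 ng/mL TNF-alpha added together with compound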
PPC-1+TRAIL kill: kills PPC-1 cancer cells in the presence of TRAIL; PPC-1 cells + TRAIL, ATPLite viability luminescence; cell killing (% activity), % at 4 µM; actives 0.41% (n = 220,000);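 active = cell killing above 50% in the first pass at 4 µM, then a duplicate retest at 5 µM averaging 50% or more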;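 also: plate controls were cells with TRAIL plus DMSO for no effect and medium-only wells lacking cells for full effect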
zfTRPN1 agonist: activates the zebrafish TRPN1 channel. HEK293 zebrafish TRPN1-YFP, Fluo-8 calcium fluorescence; 100% = response to 87 µM carbachol. activation, % at 3 µM. actives 0.18% (n = 220,000). AID 1424;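 active = activation above its plate's cutoff, the mean activation of test wells on that plate plus 3 SD, cut at about 19% in these data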;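 also: 0% = DMSO alone and 100% = 87 µM carbachol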
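System: zebrafish TRPN1-YFP in HEK293 cells / Dosing: 3 µM single point / Timing: dye loading 1 h at 37 °C, then 30 min room temperature / Signal: Fluo-8 calcium fluorescence, excitation 470-495 nm, emission 515-575 nm / Read-out basis: percent activation from peak over basal fluorescence ratio, control-normalized / Control set: high carbachol 87 µM, low DMSO alone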
Mdm2 ligase inh: blocks human Mdm2 ubiquitin ligase activity; cell-based MDM2 ubiquitination luciferase reporter, 2 h; 0 = plate control, 100 = twice control, blank-subtracted; Q00987; actives 0.11% (n = 210,000); signal enhancement, % at 5 µM;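 active = signal enhancement of 30% or more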;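 also: luminescence tracks abundance of the self-degrading MDM2-luciferase fusion protein; higher signal means inhibition of MDM2 E3 ligase activity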
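Assay system: stable mammalian line carrying autodegrading MDM2–luciferase fusion reporter; Input: 2000 cells in each well; Compound dosing: single-point 5 µM; Schedule: 2 h compound exposure at 37 °C; Signal: SteadyLite luciferase luminescence after 15 min room-temperature reagent incubation; Evaluation: % luminescence enhancement versus blank-corrected plate control mean; Benchmarks: plate controls and plate blanks.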
Numbers without * were called inactive. Hits appear at their usual frequency; 5.9% or so of the library scored in one or more.

What do the screens show for `COc1ccccc1-n1cc(-c2ccc(Cl)cc2)[nH]c1=O`?
TRPML3 agonist: 0.2; EBV gp42 inh: -11; Runt-SMMHC FRET: 1; p47phox inh: -15; CHOP inh: -16; TNF necrop inh: 1.0; PPC-1+TRAIL kill: 13; zfTRPN1 agonist: 0.0; Mdm2 ligase inh: -10

Results for Cc1ccc(-n2cc(CN3CCC(O)(c4ccccn4)CC3)c(-c3ccc(F)cc3)n2)cc1 ?
TRPML3 agonist: 0.9; EBV gp42 inh: -2; Runt-SMMHC FRET: 5; p47phox inh: 1; CHOP inh: 52; TNF necrop inh: 7.2; PPC-1+TRAIL kill: 16; zfTRPN1 agonist: 1.7; Mdm2 ligase inh: -9

How did Fc1ccccc1OCCCCn1cncn1 do in these assays?
TRPML3 agonist: -0.2; EBV gp42 inh: -4; Runt-SMMHC FRET: 1; p47phox inh: -5; CHOP inh: 29; TNF necrop inh: 0.1; PPC-1+TRAIL kill: 7; zfTRPN1 agonist: -0.1; Mdm2 ligase inh: -14

What do the screens show for `COc1ccc(Cl)cc1NC(=O)CC(C)=O`?
TRPML3 agonist: 0.2; EBV gp42 inh: -7; Runt-SMMHC FRET: 6; p47phox inh: 8; CHOP inh: 29; TNF necrop inh: -1.6; PPC-1+TRAIL kill: 33; zfTRPN1 agonist: -1.5; Mdm2 ligase inh: 4

How did COC(=O)c1ccccc1NC(=O)C1CCN(C(=O)c2ccc(OC)cc2)CC1 do in these assays?
TRPML3 agonist: 0.2; EBV gp42 inh: -5; Runt-SMMHC FRET: 3; p47phox inh: -12; CHOP inh: -3; TNF necrop inh: -3.9; PPC-1+TRAIL kill: 8; zfTRPN1 agonist: -1.6; Mdm2 ligase inh: -7

Results for COc1cc(/C=N/NC(=O)CN(Cc2ccco2)S(=O)(=O)c2ccccc2)ccc1O ?
TRPML3 agonist: 0.1; EBV gp42 inh: 11; Runt-SMMHC FRET: 2; p47phox inh: -13; CHOP inh: 1; TNF necrop inh: 3.4; PPC-1+TRAIL kill: 8; zfTRPN1 agonist: -1.3; Mdm2 ligase inh: 1

Results for CCN(C(=O)CSc1nnc(Cn2nnc3ccccc32)o1)c1nc(-c2ccccc2)cs1 ?
TRPML3 agonist: -1.0; EBV gp42 inh: -17; Runt-SMMHC FRET: -1; p47phox inh: 0; CHOP inh: 67; TNF necrop inh: -3.5; PPC-1+TRAIL kill: 15; zfTRPN1 agonist: 0.2; Mdm2 ligase inh: -13

How did O=C(CCC(=O)c1cccs1)NC1CCCCCC1 do in these assays?
TRPML3 agonist: 1.0; EBV gp42 inh: 13; Runt-SMMHC FRET: -3; p47phox inh: -11; CHOP inh: -9; TNF necrop inh: 0.4; PPC-1+TRAIL kill: -7; zfTRPN1 agonist: -0.5; Mdm2 ligase inh: -2

Results for Cc1oc(-c2ccc3c(c2)OCCO3)cc1C(=O)O ?
TRPML3 agonist: 1.2; EBV gp42 inh: -18; Runt-SMMHC FRET: 0; p47phox inh: 3; CHOP inh: 72*; TNF necrop inh: -3.2; PPC-1+TRAIL kill: 6; zfTRPN1 agonist: -0.5; Mdm2 ligase inh: -56

Results for CCOc1ccc(-n2c(=O)c3c4c(sc3n(CC(=O)NCCCOC)c2=O)CCCCC4)cc1 ?
TRPML3 agonist: 0.9; EBV gp42 inh: -16; Runt-SMMHC FRET: 0; p47phox inh: 8; CHOP inh: 22; TNF necrop inh: 0.4; PPC-1+TRAIL kill: 12; zfTRPN1 agonist: -0.6; Mdm2 ligase inh: -7

Results for O=C(O)c1cnc(-c2ccccc2)nc1Sc1ccc(Cl)cc1Cl ?
TRPML3 agonist: 0.5; EBV gp42 inh: -17; Runt-SMMHC FRET: 0; p47phox inh: -5; CHOP inh: 15; TNF necrop inh: -1.4; PPC-1+TRAIL kill: -1; zfTRPN1 agonist: -1.8; Mdm2 ligase inh: 7

Results for CCC(=O)Nc1c(C)n[nH]c1C ?
TRPML3 agonist: 1.1; EBV gp42 inh: -15; Runt-SMMHC FRET: -6; p47phox inh: -7; CHOP inh: 0; TNF necrop inh: 0.9; PPC-1+TRAIL kill: 27; zfTRPN1 agonist: 1.7; Mdm2 ligase inh: 5

What do the screens show for `CC(C)(CC(=O)N1CCN(c2ccc(Cl)cc2)CC1)CC1=NS(=O)(=O)c2ccccc2N1`?
TRPML3 agonist: 0.7; EBV gp42 inh: -15; Runt-SMMHC FRET: 0; p47phox inh: -109; CHOP inh: 71*; TNF necrop inh: -9.7; PPC-1+TRAIL kill: 3; zfTRPN1 agonist: 2.0; Mdm2 ligase inh: -15

What do the screens show for `COc1ccc(/C(O)=C2/C(=O)C(=O)N(CCN3CCOCC3)C2c2ccccn2)cc1` (centres undefined)?
TRPML3 agonist: 0.0; EBV gp42 inh: -20; Runt-SMMHC FRET: 8; p47phox inh: -9; CHOP inh: 15; TNF necrop inh: 0.2; PPC-1+TRAIL kill: -3; zfTRPN1 agonist: 0.5; Mdm2 ligase inh: -12

What do the screens show for `COc1cccc(CNC(=O)Cn2nc(-c3ccc(Cl)cc3)ccc2=O)c1`?
TRPML3 agonist: 0.2; EBV gp42 inh: 14; Runt-SMMHC FRET: 1; p47phox inh: -23; CHOP inh: -2; TNF necrop inh: -1.8; PPC-1+TRAIL kill: -2; zfTRPN1 agonist: 1.1; Mdm2 ligase inh: -11

Results for CCOC(=O)NNC(=O)c1ccc(Cl)cc1 ?
TRPML3 agonist: 0.4; EBV gp42 inh: -7; Runt-SMMHC FRET: -1; p47phox inh: -16; CHOP inh: -20; TNF necrop inh: -1.0; PPC-1+TRAIL kill: 14; zfTRPN1 agonist: 0.5; Mdm2 ligase inh: -12

What do the screens show for `CN(C)CCN(C)Cc1ccccc1Sc1cccc2ccccc12`?
TRPML3 agonist: 0.4; EBV gp42 inh: -8; Runt-SMMHC FRET: 0; p47phox inh: -10; CHOP inh: 20; TNF necrop inh: 4.9; PPC-1+TRAIL kill: 28; zfTRPN1 agonist: -1.2; Mdm2 ligase inh: -3

What do the screens show for `Cc1ccccc1CN1C2=NCCCN2c2ccccc21`?
TRPML3 agonist: 1.0; EBV gp42 inh: -9; Runt-SMMHC FRET: -6; p47phox inh: 0; CHOP inh: -15; TNF necrop inh: 2.7; PPC-1+TRAIL kill: 17; zfTRPN1 agonist: 0.5; Mdm2 ligase inh: -24

How did O=C(NC(=S)NCc1cccnc1)c1ccccc1[N+](=O)[O-] do in these assays?
TRPML3 agonist: 0.4; EBV gp42 inh: 9; Runt-SMMHC FRET: 1; p47phox inh: -2; CHOP inh: 3; TNF necrop inh: 0.2; PPC-1+TRAIL kill: 19; zfTRPN1 agonist: 2.4; Mdm2 ligase inh: -10

Results for O=C(C1COc2ccccc2O1)N1CCc2ccccc21 (centres undefined) ?
TRPML3 agonist: -1.2; EBV gp42 inh: 25; Runt-SMMHC FRET: -5; p47phox inh: -3; CHOP inh: 57; TNF necrop inh: 89*; PPC-1+TRAIL kill: 0; zfTRPN1 agonist: -1.5; Mdm2 ligase inh: -9

Results for CC(C)C1N(S(=O)(=O)c2ccccc2)CCN1S(=O)(=O)c1ccccc1 ?
TRPML3 agonist: 0.6; EBV gp42 inh: -7; Runt-SMMHC FRET: 5; p47phox inh: -22; CHOP inh: 76*; TNF necrop inh: -1.1; PPC-1+TRAIL kill: 3; zfTRPN1 agonist: 0.6; Mdm2 ligase inh: -4

What do the screens show for `N#Cc1ccc(N2Cc3ccccc3/C2=N/C(=O)Nc2ccc(Cl)cc2)cc1`?
TRPML3 agonist: 0.0; EBV gp42 inh: -40; Runt-SMMHC FRET: 6; p47phox inh: -4; CHOP inh: -55; TNF necrop inh: 1.3; PPC-1+TRAIL kill: 18; zfTRPN1 agonist: -0.1; Mdm2 ligase inh: 2

Results for NS(=O)(=O)c1ccc(CCNCc2cc(Br)ccc2OCc2ccccc2)cc1 ?
TRPML3 agonist: 1.7; EBV gp42 inh: 8; Runt-SMMHC FRET: -2; p47phox inh: -2; CHOP inh: 40; TNF necrop inh: 5.5; PPC-1+TRAIL kill: 19; zfTRPN1 agonist: -0.1; Mdm2 ligase inh: -4

How did O=C(OCC(=O)c1ccccc1Br)c1ccccn1 do in these assays?
TRPML3 agonist: -0.3; EBV gp42 inh: -11; Runt-SMMHC FRET: 0; p47phox inh: -8; CHOP inh: 16; TNF necrop inh: -1.8; PPC-1+TRAIL kill: 7; zfTRPN1 agonist: -2.4; Mdm2 ligase inh: 10

How did Cc1cccc2cc(CN(Cc3ccc(F)cc3)C(=O)N(C)C)c3nnnn3c12 do in these assays?
TRPML3 agonist: 0.9; EBV gp42 inh: -12; Runt-SMMHC FRET: 0; p47phox inh: -8; CHOP inh: 90*; TNF necrop inh: -6.0; PPC-1+TRAIL kill: 20; zfTRPN1 agonist: 0.5; Mdm2 ligase inh: -28

How did Cn1c(SCc2nc3ccccc3[nH]2)nnc1-c1cccs1 do in these assays?
TRPML3 agonist: 0.1; EBV gp42 inh: -9; Runt-SMMHC FRET: -1; p47phox inh: 2; CHOP inh: 9; TNF necrop inh: 0.3; PPC-1+TRAIL kill: -2; zfTRPN1 agonist: -0.2; Mdm2 ligase inh: -15

What do the screens show for `CCOC(=O)N1CCN(C(=O)COc2ccc(Br)cc2)CC1`?
TRPML3 agonist: 1.3; EBV gp42 inh: -4; Runt-SMMHC FRET: 1; p47phox inh: -8; CHOP inh: 35; TNF necrop inh: -1.8; PPC-1+TRAIL kill: -10; zfTRPN1 agonist: 0.6; Mdm2 ligase inh: -3

Results for N/C(=N\OC(=O)Cc1ccccc1[N+](=O)[O-])c1cccnc1 ?
TRPML3 agonist: 0.4; EBV gp42 inh: -3; Runt-SMMHC FRET: 0; p47phox inh: -5; CHOP inh: -9; TNF necrop inh: -0.7; PPC-1+TRAIL kill: 11; zfTRPN1 agonist: 0.7; Mdm2 ligase inh: -11

Results for Cc1ccc2cc(CCNC(=O)c3ccc(Br)o3)c(=O)[nH]c2c1 ?
TRPML3 agonist: -0.6; EBV gp42 inh: -12; Runt-SMMHC FRET: 1; p47phox inh: -3; CHOP inh: 23; TNF necrop inh: -0.7; PPC-1+TRAIL kill: -14; zfTRPN1 agonist: 0.0; Mdm2 ligase inh: -13

How did O=C(CSc1nccn1-c1ccc(Cl)cc1)N1CCCc2ccccc21 do in these assays?
TRPML3 agonist: -0.1; EBV gp42 inh: -5; Runt-SMMHC FRET: 0; p47phox inh: -10; CHOP inh: 25; TNF necrop inh: -1.9; PPC-1+TRAIL kill: 1; zfTRPN1 agonist: 0.1; Mdm2 ligase inh: -14

Screening results: PubChem BioAssay, several laboratories
